LmPK inh = qHTS Assay for Inhibitors of Leishmania Mexicana Pyruvate Kinase (LmPK). purified LmPK, Kinase-Glo ATP luminescence, 1 h. actives 0.37% (n = 290,000). Potency, µM (highest dose often 57.5 µM), for the others: top-dose activity change, negative = inhibition, usual class: inhibitors; also: potency is read from the fitted curve at half-maximal effect; % is scaled to controls: 0 for no effect and ±100 for the full control effect
Target sequence (Q27686 whole entry, looked up): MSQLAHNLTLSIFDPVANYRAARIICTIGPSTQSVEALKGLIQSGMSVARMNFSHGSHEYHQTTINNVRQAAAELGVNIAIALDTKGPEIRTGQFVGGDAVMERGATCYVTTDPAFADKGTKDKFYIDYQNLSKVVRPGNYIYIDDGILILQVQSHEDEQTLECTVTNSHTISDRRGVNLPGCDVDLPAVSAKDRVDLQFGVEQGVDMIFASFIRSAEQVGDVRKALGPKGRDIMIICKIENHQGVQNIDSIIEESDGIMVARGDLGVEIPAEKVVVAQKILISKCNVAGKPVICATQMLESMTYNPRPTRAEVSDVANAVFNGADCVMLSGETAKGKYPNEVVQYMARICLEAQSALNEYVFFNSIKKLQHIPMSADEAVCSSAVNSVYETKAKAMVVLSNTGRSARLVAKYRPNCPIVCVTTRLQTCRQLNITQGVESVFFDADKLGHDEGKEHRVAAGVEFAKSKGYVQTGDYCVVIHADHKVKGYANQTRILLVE
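Kinase-Glo luminescence read after 1 h RT reaction of 0.1 nM LmPK with 0.5 mM PEP and 0.1 mM ADP. Activity scaled between uninhibited and enzyme-free controls.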
Tb PYK inh = qHTS of Trypanosoma Brucei Inhibitors | TbPYK enzyme, Kinase-Glo Plus ATP luminescence, 45 min | actives 0.12% (n = 410,000) | Potency, µM (top dose mostly 76.8 µM), inactives show at the highest dose activity, negative = inhibition, usual class: inhibitors | pyruvate kinase (Trypanosoma brucei), Q57TT1; also: potency is read from the fitted curve at half-maximal effect; % is scaled to controls: 0 for no effect and ±100 for the full control effect; nearly all actives have a fitted effect of over 50% in size
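TbPYK + substrate in 50 mM TEA pH 7.2, 100 mM KCl, 10 mM MgCl2, 0.05% BSA, 0.01% Tween-20; cpd pinned; ADP 130 uM final; 45 min RT; Kinase-Glo Plus 10 min; luminescence endpoint.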
Pf growth 96h = Primary qHTS for delayed death inhibitors of the malarial parasite plastid, 96 hour incubation. P. falciparum luciferase reporter growth, 96 h. Potency, µM (series often up to 28.7 µM), for the others: at the top dose activity change, negative = inhibition, most hits filed as inhibitors. actives 6.9% (n = 320,000); also: potency is read from the fitted curve at half-maximal effect; % is scaled to controls: 0 for no effect and ±100 for the full control effect
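Two-generation exposure (96 h) targets delayed-death phenotype. Reporter parasites carrying integrated firefly luciferase, in red cells at 2% hematocrit and 0.05% parasitemia final, kept at 37 C, 5% CO2; luminescence loss indicates inhibition.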
Pf growth 48h = Primary qHTS for delayed death inhibitors of the malarial parasite plastid, 48 hour incubation. Potency, µM (series often up to 28.7 µM), for inactives: at the top dose activity change, negative = inhibition, actives largely listed as inhibitors. AID 504832, 2011. P. falciparum luciferase growth in erythrocytes, 48 h. actives 5.9% (n = 310,000); also: potency is read from the fitted curve at half-maximal effect; % is scaled to controls: 0 for no effect and ±100 for the full control effect
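Cell-based growth assay: transgenic P. falciparum expressing firefly luciferase, cultured in red cells within RPMI 1640 containing 0.5% w/v Albumax, 24 mM bicarbonate and gentamycin. A drop in luciferase activity indicates inhibition.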
AMA1 RON2 block = qHTS for Inhibitors of AMA1-RON; Towards Development of Antimalarial Drug Lead: Primary Screen. Plasmodium falciparum AMA1 (3D7) - RON2 peptide interaction. AlphaScreen AMA1-biotinylated RON2 peptide binding. Potency, µM (top dose mostly 58.2 µM), for the others: at the top dose activity change, negative = inhibition, actives largely listed as inhibitors. actives 0.2% (n = 360,000);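 also: potency is read from the fitted curve at half-maximal effect; 0% = vehicle wells and -100% = peptide control; nearly all actives have a fitted effect of over 45% in size; some results filed as inactive show a strong effect at the top dose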
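AMA1 (3D7) with his tag at 25 nM final met compounds first, then biotinylated RON2 peptide at 25 nM; detection used donor plus acceptor beads, 10 µg/mL apiece, read by AlphaScreen after 30 min at room temperature.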
Shiga inhibitor = A qHTS for Small Molecule Inhibitors of Shiga Toxin. Vero cells, Shiga toxin protein synthesis inhibition reporter. inhibition, % at 38.7 µM. actives 9.2% (n = 290,000). AID 2315, 2010; in the data active = inhibition mostly above about 28%, no sharp cut-off; inactive = mostly below about 43%; also: 0% is about no effect
CHX counter = Cycloheximide Counterscreen for Small Molecule Inhibitors of Shiga Toxin | actives 12% (n = 300,000) | cell reporter, cycloheximide protein synthesis inhibition counterscreen | max response, % | AID 2314, 2010; in the data active = max response mostly above about 13%, no sharp cut-off; inactive = mostly below about 14%; also: read at 38.3 µM for the half of the compounds with a filed dose; 0% is about no effect
* = called active by the depositor; ? = inconclusive; . = not tested or not shown; + = active, no number; & = joins results of further samples; [ ] = another dose, or the depositor's remark. Unless noted, calls follow the shape of the dose curve; as a rule, active = well fitted curve in the direction sought with a large enough effect; inconclusive = small, poorly fitted or top-dose-only effect, or another doubt; inactive = no such curve, though single readings can be large; an effect the other way counts as inactive or inconclusive. An unsorted share of the library; about 21% have a hit in one of these screens.

SMILES	LmPK inh	Tb PYK inh	Pf growth 96h	Pf growth 48h	AMA1 RON2 block	Shiga inhibitor	CHX counter
Cc1ccc(S(=O)(=O)N2CCC(=O)N(C(COCc3cccc(C(F)(F)F)c3)Cc3ccccc3)CC2)cc1 (configuration not stated)	4%	2%	6.6µM*	?	-7%	-13	-2
COc1cc(NC(=O)c2cccc(F)c2)ccc1NC(=O)c1cc2ccccc2o1	6%	-7%&-1%	?	-9%	-3%	-7	-3
CCCc1cc(=O)oc2cc(C)cc(OCC(=O)NCC(O)c3ccccc3)c12 (configuration not stated)	-3%	1%	?	?	-7%	-11	-6
COc1cc(OC)c(NS(=O)(=O)c2coc(C(N)=O)c2)cc1Cl	8%	-11%	-112%	.	-17%	-15	-4
CN(C)CC(C)(C)CNS(=O)(=O)CC12CCC(CC1=O)C2(C)C (configuration not stated)	4%	0%	.	-4%	-5%	-24	-7
O=C(NCc1ccco1)c1ccccc1Br	-8%	-17%	.	13%	1%	-8	-2
Cc1c(Cl)cccc1NC(=O)COC(=O)Cc1ccsc1	.	-4%	14%	-2%	-7%	.	.
CCN(C(=O)COC(=O)CNC(=O)c1ccc(C)cc1)c1c(N)n(Cc2ccccc2)c(=O)[nH]c1=O	.	5%	13%	-8%	-4%	.	.
Cc1csc(SCC(=O)NC(=O)NC(C)(C)C)n1	-2%	-4%	?	-4%	-2%	-8	3
CC1(C)Cc2ccccc2C(=NCCCC(=O)O)N1	-14%	0%	115%[activator]	9%	2%	-3	-4
CCOC(=O)C1CCCN(c2cc(C)nc3cc(-c4ccc(F)cc4)nn23)C1 (configuration not stated)	0%	-3%	-22%	?	-1%	-2	0
CC1CCN(c2c(NCc3ccc(C(=O)NCc4cccnc4)cc3)c(=O)c2=O)CC1	-2%	6%	-17%	-7%	16%	-17	-2
Cc1ccc(NC(=O)[C@H](C)NC(=O)C2CCN(C(=O)[C@@H](N)C(C)C)CC2)cc1	2%	2%	27%	36%[activator]	0%	21	14
CNC(C)C(=O)NC(C(=O)N1CCCC1C(=O)NNc1ccccc1)C(C)C (configuration not stated)	.	-3%	80%[activator]	?	62%[activator]	.	.
CCc1ccc(NC(=O)C2CCCN(S(=O)(=O)c3ccc4c(c3)CC(C)N4C(C)=O)C2)cc1 (configuration not stated)	1%	1%	22%	?	-6%	1	2
COc1ccc(S(=O)(=O)N(CC(=O)Nc2ccccc2C(=O)N2CCOCC2)c2ccc(F)cc2)cc1	4%	2%	0%	?	-9%	18	-1
O=C(CSc1nnc(COc2ccccc2)o1)c1ccccc1	0%	-22%	-6%	.	63%[activator]	-4	-2
CS(=O)(=O)Nc1ccc(C(=O)NCCC2=CCCCC2)cc1	1%	-5%	.	61%[activator]	0%	144*	55*
Cc1ccc(NC(=O)COC(=O)/C=C/c2cccs2)c(C)c1	-2%	2%	26%	0%	-14%	11	-3
COC(=O)c1cc2ccsc2n1Cc1cccc(F)c1	0%	-3%	?	-1%	28%	17	6
Cc1cccc(C(=O)NC(=S)NNC(=O)COc2c(C)cccc2C)c1	2%	?	-6%	19%	29%	-2	-1
COc1ccc(-c2sccc2C(C)C(=O)O)cc1 (configuration not stated)	2%	-3%	11%	0%	-3%	42	11
O=S(=O)(Nc1ccccc1N1CCCCC1)c1ccc(F)cc1	3%	-1%	?	?	?	19	-1
CC(C)C(=O)Nc1ncc(C(F)(F)F)cc1Cl	-4%	-1%	?	8%	-9%	-9	1
CCOC(=O)C1=C(c2ccccc2)NC(=O)NC1c1ccc(OCC#N)c(OC)c1 (configuration not stated)	1%	17%	?	?	3%	-8	-1
Nc1nnc(SCC(=O)NC2CCCC2)s1	0%	0%	18%	20%	-12%	3	-2
CCOc1c2ccc(C(=O)NCc3ccc(C(F)(F)F)cc3C(F)(F)F)cc2nn1C	1%	1%	?	0%	-1%	68	3
Cc1ccccc1OCC(=O)NC1CCCCCCC1	6%	0%	32%[activator]	32%[activator]	-7%	59*	12
COc1ccc(N2CCN(C(=O)c3ccc(NS(=O)(=O)c4cccs4)cc3)CC2)cc1	5%	-3%	?	?	-8%	63*	27*
O=C(COC(=O)c1cccnc1SC(F)F)NC1CC1	.	-8%	0%	-26%	0%	.	.
NS(=O)(=O)c1ccc(NC(=O)COC(=O)CCc2ccc(S(=O)(=O)N3CCOCC3)cc2)cc1	3%	-24%	-10%	3%	3%	-10	8
CCn1nnc(C(=O)O)c1C(=O)O	1%	-1%	-5%[5.75 µM]	8%	3%	-6	14
O=C(N/N=C/c1cccc(Oc2ccccc2)c1)c1ccccc1F	6%	.	?	?	.	+	73*
Cc1cccc(NC(=O)CSCC(=O)Nc2ccc(S(=O)(=O)N3CCCC3)cc2)c1	.	0%	-17%	-19%	-15%	.	.
Cc1cc(NC(=O)c2cc(-c3cccs3)nc3ccccc23)no1	4%	-1%	56%[activator]	?	-1%	-4	-4
CCN(CC)CCN(C(=O)c1c(F)cccc1F)c1nc2cc(C)cc(C)c2s1	1%[11.5 µM]	1%	?	?	-14%	-12	-3
O=C(Nc1ccnn1C1CCN(Cc2cccnc2)CC1)c1ccccc1Cl	-7%	2%	?	0%	5%	-32	-3
Oc1[nH]c(=S)sc1C=C1N=c2ccccc2=N1	16µM*	?	43%[activator]	71%[activator]	19%	38*	25*
N#Cc1c(NC(=O)CN2CCN(S(=O)(=O)c3ccc4c(c3)OCCO4)CC2)sc2c1CCC2	1%	-4%	0%	-9%	1%	-8	-2
O=S(=O)(NC1CCCCC1)c1ccc(-c2csnn2)s1	0%	0%	.	23%	-3%	-14	-2
COC(=O)c1ccccc1NC(=O)c1cccc(COc2ccccc2Cl)c1	-2%	0%	204%[activator]	.	-39%	89*	86*
O=C(Nc1ccc(Cl)c(Cl)c1)OCCNC(=O)c1ccncc1	8%	3%	-13%	2%	-12%	-6	-2
N#C/C(=C\c1ccc(N2CCOCC2)c([N+](=O)[O-])c1)c1nc2ccccc2[nH]1	0%	-3%	?	?	0%	13	13*
COc1cc(/C=C2\SC(N)=NC2=O)ccc1O	2%	3%	68%[activator]	13%	0%	-8	-3
Cc1cccn2c(=O)c3cc(C#N)c(=NC(=O)c4ccncc4)n(CCCOC(C)C)c3nc12	0%	-12%	6.6µM*	4.1µM*	4%	-2	-4

Part of the list above in order of heavy-atom count, rising.
SMILES	LmPK inh	Tb PYK inh	Pf growth 96h	Pf growth 48h	AMA1 RON2 block	Shiga inhibitor	CHX counter
CCn1nnc(C(=O)O)c1C(=O)O	1%	-1%	-5%[5.75 µM]	8%	3%	-6	14
Oc1[nH]c(=S)sc1C=C1N=c2ccccc2=N1	16µM*	?	43%[activator]	71%[activator]	19%	38*	25*
O=S(=O)(NC1CCCCC1)c1ccc(-c2csnn2)s1	0%	0%	.	23%	-3%	-14	-2
O=C(Nc1ccc(Cl)c(Cl)c1)OCCNC(=O)c1ccncc1	8%	3%	-13%	2%	-12%	-6	-2
Cc1cc(NC(=O)c2cc(-c3cccs3)nc3ccccc23)no1	4%	-1%	56%[activator]	?	-1%	-4	-4
O=C(N/N=C/c1cccc(Oc2ccccc2)c1)c1ccccc1F	6%	.	?	?	.	+	73*
COC(=O)c1ccccc1NC(=O)c1cccc(COc2ccccc2Cl)c1	-2%	0%	204%[activator]	.	-39%	89*	86*
CCN(CC)CCN(C(=O)c1c(F)cccc1F)c1nc2cc(C)cc(C)c2s1	1%[11.5 µM]	1%	?	?	-14%	-12	-3
N#Cc1c(NC(=O)CN2CCN(S(=O)(=O)c3ccc4c(c3)OCCO4)CC2)sc2c1CCC2	1%	-4%	0%	-9%	1%	-8	-2
Cc1cccn2c(=O)c3cc(C#N)c(=NC(=O)c4ccncc4)n(CCCOC(C)C)c3nc12	0%	-12%	6.6µM*	4.1µM*	4%	-2	-4

Following part:
SMILES	LmPK inh	Tb PYK inh	Pf growth 96h	Pf growth 48h	AMA1 RON2 block	Shiga inhibitor	CHX counter
Cc1nc2ccc(NS(=O)(=O)c3ccc4c(c3)OCCO4)cc2s1	-1%	5%	.	-17%	3%	-21	6
CCOc1ccc(NC(=O)CN(C)C(=O)CSc2ccccc2)cc1OCC	.	-6%	17%	?	-2%	.	.
CCOc1ccc(CC(=O)OCc2cc(=O)n3cc(Br)ccc3n2)cc1	2%	2%	34%[activator]	33%[activator]	2%	-15	7
COc1ccc(CNC(=O)CSc2nc3c(oc4ccccc43)c(=O)n2CC2CCCO2)cc1 (configuration not stated)	.	-2%	?	?	-6%	.	.
COCCNC(=O)Cn1cc(C(=S)N2CCCCC2)c2ccccc21	2%	-7%	?	-3%	-5%	-10	-1
Cc1ccc(S(=O)(=O)n2c(C)nc3cc(C)ccc32)cc1	5%	7%	-6%	-11%	-4%	.	-1
COc1cc2c3c(c1)-c1c(sn(-c4cc(OC)ccc4OC)c1=S)C(C)(C)N3C(=O)C2=O	-4%	.	-21%	8%	4%	-1	1
O=C(c1ccccc1)N1CCN=C1SCc1ccc([N+](=O)[O-])cc1	1%	-26%	0%	10%	-10%[2.32 µM]	-14	-8
COc1ccc(CCN2C(=O)NC(NS(=O)(=O)c3ccc(Cl)cc3)(C(F)(F)F)C2=O)cc1OC (configuration not stated)	9%[11.5 µM]	1%	-14%	-12%	8%	1	-9
CCC(C)NC(=O)CCSc1ccc(C)cc1 (configuration not stated)	-1%	-1%	6%	12%	8%	-6	-3
O=C(O)c1ccc(NC(=O)C2CC=CCC2C(=O)O)cc1 (configuration not stated)	0%	8%	4%	18%	-7%	-9	-2
COC(=O)c1scc(C)c1NS(=O)(=O)c1ccc(NC(C)=O)cc1	-2%	-1%	18%	25%	2%	-3	-1
O=C(Nc1cccc(-c2ccc(N3CCCCC3)nn2)c1)c1ccco1	.	-15%	-9%	-60%	-9%	.	.
CC(=O)Nc1cc(C(=O)N2CCCC2)ccc1S(=O)(=O)c1ccc(C)cc1	2%	-4%	1.2µM*	15%	-1%	-6	-2
CCOC(=O)C1CCCN(Cc2ccc(OCc3ccccc3)c(OC)c2)C1 (configuration not stated)	1%	19%	13µM*	-48%	-21%	.	18*
O=C(COC(=O)c1ccccc1O)NCCCc1ccccc1	-1%	-7%	11%	-22%	0%	18	7

Two entries drawn at random from those above, as already listed:
SMILES	LmPK inh	Tb PYK inh	Pf growth 96h	Pf growth 48h	AMA1 RON2 block	Shiga inhibitor	CHX counter
CC1(C)Cc2ccccc2C(=NCCCC(=O)O)N1	-14%	0%	115%[activator]	9%	2%	-3	-4
CCOC(=O)C1=C(c2ccccc2)NC(=O)NC1c1ccc(OCC#N)c(OC)c1 (configuration not stated)	1%	17%	?	?	3%	-8	-1
